Compound activity (PubChem BioAssay)
LmPK inh – inhibitors of Leishmania mexicana pyruvate kinase; Q27686; purified LmPK, Kinase-Glo ATP luminescence, 1 h; Potency, µM (series often up to 57.5 µM), without a hit: at the highest dose activity change, negative = inhibition, hits mostly inhibitors; 290,000 compounds, 0.37% hits; AID 1721; further: potency means the concentration at half of the fitted maximal effect
Target sequence (Q27686 whole entry, looked up): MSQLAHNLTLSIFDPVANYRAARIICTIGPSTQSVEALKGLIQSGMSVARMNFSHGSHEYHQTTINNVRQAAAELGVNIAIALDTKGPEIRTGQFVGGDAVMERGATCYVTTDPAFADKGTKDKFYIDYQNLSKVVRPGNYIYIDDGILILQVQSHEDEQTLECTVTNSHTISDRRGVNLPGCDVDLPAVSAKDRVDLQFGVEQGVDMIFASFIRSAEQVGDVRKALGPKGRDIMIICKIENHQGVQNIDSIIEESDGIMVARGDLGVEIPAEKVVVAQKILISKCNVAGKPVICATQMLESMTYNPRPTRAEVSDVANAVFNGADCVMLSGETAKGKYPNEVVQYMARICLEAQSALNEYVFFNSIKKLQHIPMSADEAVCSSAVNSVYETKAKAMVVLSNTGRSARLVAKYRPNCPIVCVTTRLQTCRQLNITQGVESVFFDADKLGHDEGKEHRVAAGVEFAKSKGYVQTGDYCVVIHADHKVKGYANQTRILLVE
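Purified LmPK (0.1 nM) converted ADP (0.1 mM) to ATP with PEP (0.5 mM) in imidazole buffer pH 7.2 with KCl and MgCl2, 1 h at room temperature. ATP was read by Kinase-Glo luminescence; data normalized to uninhibited and no-enzyme controls.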
Tb PYK inh – inhibitors of Trypanosoma brucei pyruvate kinase | Q57TT1 | TbPYK enzyme, Kinase-Glo Plus ATP luminescence, 45 min | 410,000 compounds, 0.12% hits | Potency, µM (series often up to 76.8 µM), without a hit: at the highest dose activity, negative = inhibition, most hits filed as inhibitors | AID 624173; further: potency means the concentration at half of the fitted maximal effect; nearly all actives have a fitted effect of over 50% in size
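Readout: single end-point luminescence (Kinase-Glo Plus, 10 min). Reaction conditions were TbPYK/substrate plus 130 uM ADP, 45 min at RT, pH 7.2 TEA buffer. No-enzyme wells served as controls, and data were normalized before concentration-response fitting.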
AMA1-RON2 inh – inhibitors of Plasmodium falciparum AMA1-RON2 interaction | 360,000 compounds, 0.2% hits | AID 720542 | Potency, µM (series often up to 58.2 µM), without a hit: top-dose activity change, negative = inhibition, usual class: inhibitors | AlphaScreen AMA1-biotinylated RON2 peptide binding;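 further: potency means the concentration at half of the fitted maximal effect; 0% = vehicle wells and -100% = peptide control; nearly all actives have a fitted effect of over 45% in size; some results filed as inactive show a strong effect at the top dose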
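AMA1 (3D7) with his tag at 25 nM final met compounds first, then biotinylated RON2 peptide at 25 nM; detection used donor plus acceptor beads, 10 µg/mL apiece, read by AlphaScreen after 30 min at room temperature.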
Sm TGR block – S. mansoni TGR enzyme inhibition. Potency, µM (titrated, usually from 114 µM), for the others: at the highest dose activity change, negative = inhibition, most hits filed as inhibitors. 360,000 compounds, 3% hits. AID 485364. Q962Y6. purified TGR, DTNB reduction, TNB absorbance 405 nm; further: potency means the concentration at half of the fitted maximal effect; nearly all actives have a fitted effect of over 60% in size
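First, TGR (20 nM dispensed) and NADPH were mixed with compound. Second, a 15 min room-temperature incubation followed. Third, further NADPH and then DTNB were added to start the reaction. Finally, TNB absorbance was monitored kinetically.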
AmpC detergent – inhibitors of E. coli AmpC beta-lactamase with detergent; P00811; AmpC hydrolysis of nitrocefin, absorbance 480 nm, 0.01% Triton; Potency, µM (top dose mostly 114 µM), for inactives: at the highest dose activity change, negative = inhibition, usual class: inhibitors; 370,000 compounds, 0.041% hits;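 further: potency means the concentration at half of the fitted maximal effect; 0% = no-compound wells and -100% = no-enzyme wells; nearly all actives have a fitted effect of over 25% in size; some results filed as inactive show a strong effect at the top dose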
Target sequence (P00811 whole entry, looked up): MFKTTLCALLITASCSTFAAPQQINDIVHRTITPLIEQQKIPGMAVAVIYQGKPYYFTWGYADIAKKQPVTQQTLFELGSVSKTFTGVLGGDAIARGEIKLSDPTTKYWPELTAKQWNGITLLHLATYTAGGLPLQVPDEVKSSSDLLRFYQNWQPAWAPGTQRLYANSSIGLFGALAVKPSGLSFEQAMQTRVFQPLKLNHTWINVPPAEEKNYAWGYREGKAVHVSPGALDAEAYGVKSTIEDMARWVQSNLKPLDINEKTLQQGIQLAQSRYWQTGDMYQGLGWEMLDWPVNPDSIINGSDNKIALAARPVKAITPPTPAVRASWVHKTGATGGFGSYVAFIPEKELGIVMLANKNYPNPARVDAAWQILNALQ
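AmpC (5.3 nM in the dispensed reagent) in 20 mM phosphate pH 7.0 with 0.01% (detergent screen) or 0.0001% Triton X-100 was preincubated with compounds for 15 min at room temperature. Nitrocefin was then added from an 800 uM solution, and hydrolysis was followed at 480 nm.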
AmpC no deterg – AmpC beta-lactamase inhibition without detergent | AmpC nitrocefin hydrolysis, absorbance 480 nm, 0.0001% Triton | 330,000 compounds, 0.52% hits | Potency, µM (series often up to 57.1 µM), without a hit: at the top dose activity change, negative = inhibition, usual class: inhibitors | AID 485341 | P00811;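 further: potency means the concentration at half of the fitted maximal effect; plate controls were no compound for no effect and no enzyme for full effect; nearly all actives have a fitted effect of over 20% in size; some results filed as inactive show a strong effect at the top dose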
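20 mM phosphate pH 7.0 + 0.01% (detergent screen) or 0.0001% Triton X-100; 5.3 nM AmpC reagent; cpd preinc 15 min RT; nitrocefin (800 uM stock) to start; A480 q20 s × 4 min; Activity was normalised to no-enzyme and no-compound control wells.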
HCMV inh – blocks human cytomegalovirus replication; HFF cells, HCMV-luciferase reporter, 72 h; active compounds read low; activity change, negative = inhibition, % at 57.5 µM; 410,000 compounds, 4.5% hits; in the data active means activity change below about -60%; inconclusive means no clear call, values can overlap the other calls; inactive means above about -39%
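Two compound doses tested in HFFs infected with HCMV-luciferase, MOI 1 PFU/cell, 72 h at 37C. Lysate luminescence read with OneGlo; data normalized against buffer-only and 10uM Salinomycin inhibitor controls.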
* = called active by the depositor; u = inconclusive; x = no result given; [ ] = dose if it differs, or a comment. Unless noted, the call rests on the fitted dose curve; in most records, active means well fitted curve in the direction sought with a large enough effect; inconclusive means small, poorly fitted or top-dose-only effect, or another doubt; inactive means no such curve, though single readings can be large; an effect the other way counts as inactive or inconclusive. Unless noted, on the % scale 0 is the no-effect control and ±100 the full control effect. No enrichment for hits; any-hit rate near 7.4%.

Each structure is followed by: LmPK inh | Tb PYK inh | AMA1-RON2 inh | Sm TGR block | AmpC detergent | AmpC no deterg | HCMV inh
- CC1(C)C[C@H]2C3=CCC4[C@@]5(C)CC[C@H](O)[C@](C)(CO)C5CC[C@@]4(C)[C@]3(C)C[C@H]3O[C@@H]1[C@H](O)[C@]32CO (some centres undefined)
    x | 1% | 0% | -6% | 5% | -16% | -3
- CCN1CCN(Cc2c(O)ccc3c(=O)c(-c4ccccc4OC)coc23)CC1
    6% | 5% | -9% | 0% | 2% | -6% | -24
- Cc1nn(-c2ccccc2)c2c1C(c1ccco1)C(C#N)=C(N)O2 (centres undefined)
    -1% | -6% | -19% | u | u | -38% | -22
- Cc1ccccc1OCCC(=O)Nc1ccc(S(=O)(=O)N2CCCC2)cc1
    x | 4% | -2% | x | x | x | 20
- CCOCCCNc1nc(=S)[nH]c2cc(OC)c(OC)cc12
    -4% | 11% | -11% | -2% | 0% | -30% | -4
- CC(=O)c1cccc(NC(=O)Cn2nc(-c3ccccc3Cl)ccc2=O)c1
    0% | 7% | -5% | -9% | -10% | -8% | -19
- O=C1CSC(c2cccs2)N1c1ccccc1 (centres undefined)
    -6% | -9% | 1% | -29% | -8% | -7% | 47
- COc1ccc(CNc2nc(-c3cccnc3)nn2C(=O)c2cccs2)cc1
    4% | 0% | -2% | -5% | 2% | -19% | -23
- CCCc1ccc(C(=O)/C=C/N(C)C)cc1
    u | -1% | 10% | 4% | 7% | -45% | -5
- Cc1ccc(S(=O)(=O)NC(CC(=O)O)c2ccccc2)c(C)c1 (centres undefined)
    -4% | 3% | -2% | -6% | -9% | -6% | -26
- COc1ccc(C2N3CC4(C)CN2CC(C)(C3)C4)cc1OC (centres undefined)
    -5% | 3% | 57%[activator] | 4% | -11% | -21% | 5
- CCOC(=O)c1cccc(NC(=O)c2sc3nc[nH]c(=O)c3c2C)c1
    x | -4% | x | -9% | 4% | x | 76
- Cc1cccc2cc3c(N)c(C#N)sc3nc12
    5% | -19% | 3% | 8% | -12% | -12% | -63*
- Cc1cc(Oc2ccc(OCC(N)=O)nn2)nc(Cl)n1
    4% | 2% | 5% | 0% | -1% | -26% | -24
- C[C@@H]1CN([C@@H](C)CO)C(=O)c2cc(NS(C)(=O)=O)ccc2O[C@@H]1CN(C)Cc1ccc(C(F)(F)F)cc1
    x | 4% | 6% | x | x | x | -38
- CCOC(=O)N1CCN(C(=O)c2ccc3oc(CCc4ccccc4)nc3c2)CC1
    x | 6% | -10% | x | x | x | 24
- CCOC(=O)C1=C(C)NC(C)=C(C(=O)OCC)C1c1ccc(OC)c(OC)c1
    x | -12% | -3% | x | x | x | 85
- CCOC(=O)c1sc(N)c(C(=O)OC)c1C
    -3% | 5% | -11% | 6% | 3% | -12% | -26
- Cc1ccc(S(=O)(=O)CCC(=O)OCC(=O)N(Cc2ccccc2)C(C)C)cc1
    x | -4% | 19% | 1% | u | u | -34
- Cn1c(SCCOc2ccc(F)cc2)nnc1-c1ccncc1
    -3% | -1% | -6% | -15% | -1% | -1% | 0
- COc1ccc(C2(SCC(N)C(=O)O)c3ccccc3-c3ccccc32)cc1 (centres undefined)
    x | -13% | 36%[activator] | x | x | x | -23
- O=C(NCc1ccco1)C(c1cccs1)N(Cc1ccccc1)C(=O)Cn1nnc2ccccc21 (centres undefined)
    -2% | -5% | 1% | -16% | u | -14% | -62*
- CCOC(=O)Cn1c(=O)oc2cc(S(=O)(=O)NCc3ccccn3)ccc21
    7% | 2% | 93%[activator] | -23% | -13% | -1% | u
- CCc1cc2c(COC(=O)c3c(C)noc3C)cc(=O)oc2cc1O
    3% | -2% | 0% | -12% | -10% | -33% | -15
- CCC(C)NS(=O)(=O)c1ccc(NS(C)(=O)=O)cc1 (centres undefined)
    -1% | -6% | 4% | 3% | -1% | -7% | -2
- CCCc1c(C)[nH]c2nc3ccccc3n2c1=O
    1% | -16% | -2% | u | u | -20% | -3
- O=C1Nc2ccccc2C1=O
    x | 3% | 2% | x | x | x | 16
- COc1ccc(-c2nn(-c3ccccc3)cc2/C=C(\CC(=O)O)c2nc3ccccc3s2)cc1OC
    0% | 1% | 5% | -6% | -1% | -19% | 27
- Cc1ccc([N+](=O)[O-])cc1NC(=O)C(C)Sc1nnc(C)n1CC1CCCO1 (centres undefined)
    0% | -9% | 2% | 0% | -10% | -5% | 14
- O=C(N/N=C/c1ccc(N2CCCCC2)o1)C(O)(c1ccccc1)c1ccccc1
    -1% | x | x | 22µM* | -10% | -20% | x
- CC1(C)NC(=O)N(CCOc2cccc(Cl)c2Cl)C1=O
    6% | -6% | 25% | -15% | -9% | 26% | 37
- NS(=O)(=O)c1cccc(NC(=O)CSc2ncc(C(F)(F)F)cc2Cl)c1
    4% | -12% | -8% | 3% | -9% | -16% | u
- Cc1ncc(C23CC4CC(CC(C4)C2)C3)[nH]1
    -2% | -5% | 12% | -9% | -15% | -19% | -5
- CCOC(=O)N1CCN(C(=O)c2cn(-c3ccc(C)c(C)c3)c(=O)c3ccccc23)CC1
    -4% | -2% | 2% | -3% | u | -13% | -9
- CCOc1ncccc1C(=O)Nc1cccc(Cl)c1Cl
    0% | 4% | 9% | 8% | 2% | -25% | 116
- CCN(CC)C(=O)C1=C(C)N(Cc2ccccc2)C(=O)C(CC(=O)NCc2cccc3ccccc23)C1 (centres undefined)
    x | 0% | -11% | x | x | x | -17
- COc1ccccc1C(=O)Nc1ccc2c(c1)C(=O)NC2=O
    0% | 1% | -7% | -1% | -7% | -14% | -2
- COc1ccc(N2C(=O)Cc3cc(OC)c(OC)cc3C2c2ccc(F)cc2)cc1 (centres undefined)
    x | 4% | x | -2% | 15% | x | 13
- Cc1cccc(CNC(=O)CCCn2nc(C)c3c(C)n(-c4ccccc4)nc3c2=O)c1
    -10% | 1% | -1% | 76% | -11% | 66%[activator] | 8
- COc1cc(OC)cc(C(=O)Nc2ccc(N3CCN(C(=O)c4cccs4)CC3)cc2)c1
    -3% | 7% | -19% | -10% | 0% | 0% | -16
- O=C(CCNC(=O)c1ccc(Cl)cc1)NCc1ccco1
    x | 1% | -11% | x | x | -7% | -20
- Cc1ccc(NC(=S)Nc2ccc3[nH]c(=O)[nH]c3c2)cc1C
    0% | -5% | -7% | -29% | 8% | -28% | u
- O=C1Nc2c(c(=O)[nH]c(=O)n2Cc2ccccc2)C1(NS(=O)(=O)c1ccccc1)C(F)(F)F (centres undefined)
    -6% | -2% | -3% | 4% | 0% | -29% | -24
- COc1cc(/C=C/c2[nH]c(=O)[nH]c(=O)c2[N+](=O)[O-])cc(OC)c1O
    -2% | -4% | u | -35% | 2% | -6% | -10
- O=C(COc1ccc2c(c1)CCC2)N1CCN(c2ccc(F)cc2)CC1
    -8% | -2% | -2% | -1% | -8% | 17% | 4
- CCOC(=O)c1ccc(NC(=O)c2sc3ccccc3c2Cl)cc1
    x | -4% | x | -11% | 14% | x | 114
- CCOC(=O)c1c(C)[nH]c(C(=O)OCC(=O)c2ccccc2)c1C
    x | 2% | -16% | 6% | -3% | 22% | 81
- O=C(C1CCC(=O)N(C2CC2)C1)N1CCN(c2cccc(Cl)c2)CC1 (centres undefined)
    4% | 0% | 4% | -2% | 1% | 35% | -8
- CC(C(=O)Nc1ccc(Br)cc1)N(C)CC(=O)NCc1ccco1 (centres undefined)
    x | 2% | 4% | u | u | -7% | 0
- O=[N+]([O-])c1ccc(N2CCN(S(=O)(=O)c3ccccc3)CC2)cc1NCCN1CCOCC1
    3% | 36%[activator] | u | 4% | 3% | 162%[activator] | 14

Other compounds.
Each structure is followed by: LmPK inh | Tb PYK inh | AMA1-RON2 inh | Sm TGR block | AmpC detergent | AmpC no deterg | HCMV inh
- CCOC(=O)C1=CN(Cc2ccco2)S(=O)(=O)NC1CC (centres undefined)
    x | 0% | -8% | x | x | -7% | 22
- C[C@@H](C(=O)OCC(=O)NCCc1ccc(S(N)(=O)=O)cc1)N1C(=O)C2CCCCC2C1=O (some centres undefined)
    -3% | 3% | 9% | 16% | 1% | -8% | -80*
- CCC(NC(=O)Nc1cc(C)on1)(C(F)(F)F)C(F)(F)F
    6% | 3% | 2% | 3% | -2% | -6% | 16
- O=C(C[n+]1ccc2ccccc2c1)c1ccc2ccc3ccccc3c2c1
    x | 4% | 16% | x | x | x | -3
- O=c1[nH]c2cc(Cl)c(Br)cc2o1
    x | -2% | 8% | x | x | x | -12
- Cc1cccc(NC(=O)c2ccc(S(=O)(=O)NCc3ccco3)cc2)n1
    x | 2% | -5% | -1% | -11% | -23% | -11
- O=C(CSc1nnc(-c2ccncc2)n1Cc1ccco1)Nc1ccccc1Cl
    1% | -1% | 4% | -22% | 3% | 6% | 2
- O=C(COC(=O)c1cccc(S(=O)(=O)N2CCOCC2)c1)Nc1nc(-c2ccccc2Cl)cs1
    -3% | -4% | -5% | -19% | -9% | -23% | 182
- Cc1ccc(NS(=O)(=O)c2cccc(C(=O)NCc3ccccn3)c2)cc1
    x | 0% | 10% | 4% | -10% | -3% | -2
- Cc1ccc(CSC2=NCCN2C(=O)c2ccco2)cc1
    1% | -3% | 26% | 5% | -1% | 1% | 1

Taken from above.
CCC(NC(=O)Nc1cc(C)on1)(C(F)(F)F)C(F)(F)F | HCMV inh = 16
O=c1[nH]c2cc(Cl)c(Br)cc2o1 | AMA1-RON2 inh = 8%

Later entries.
Each structure is followed by: LmPK inh | Tb PYK inh | AMA1-RON2 inh | Sm TGR block | AmpC detergent | AmpC no deterg | HCMV inh
- CC(C)C[C@H](NC(=O)C1CC(=O)N(c2ccc3c(c2)OCO3)C1)C(=O)NC1CCCCC1 (some centres undefined)
    -8% | 0% | 0% | -3% | 4% | -6% | 0
- O=C(NC1CCCCC1)c1ccc2c(c1)N(Cc1ccc(Cl)cc1)C(=O)c1ccccc1S2=O (centres undefined)
    x | 0% | x | -7% | u | x | 9
- Cc1cc(NC(=O)c2oc3c(c2C)-c2[nH]ncc2CC3)ccc1Br
    x | 5% | x | 1% | 14% | x | 353
- COc1ccc(NC(=O)Cn2cnc3c(cnn3C(C)(C)C)c2=O)cc1OC
    -3% | 2% | 2% | 3% | 2% | -30% | 10
